Screening data deposited in PubChem by several laboratories.
Large T inhibition: SV40 large T antigen inhibitors, biochemical (AID 1903); SV40 large T antigen ATPase/helicase inhibition assay; higher % means a stronger effect; inhibition, % at 20 µM; hits with a dose series show IC50 in µM; actives 0.39% (n = 310,000); in the data active = a potency from the dose series; note: strong numbers were not always called active
T cell modulator: T cell immune modulation candidate | AID 2052 | 2C CD8+ T cell-vesicle binding, flow cytometry; hits give low values | calls only at 7 µM | actives 0.068% (n = 330,000);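 active = response, share of CD8 T cells binding vesicles, and their 90th percentile fluorescence all below set limits, cut at about 80% in these data, passing the limit was not always enough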
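incubation = binding step 1.5 h, 37 °C, antibody labelling 20 min, ice | test system = 2C mouse CD8+ T cells | read-out basis = percent CD8+ FL2 mean versus row control | controls = Peptide-free naked vesicles (low) and QL9 vesicles with 0.7% DMSO vehicle (high) | detection = flow cytometry of vesicle-bound cells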
K1F lysis inhibition: inhibition of K1F phage lysis, E. coli UTI89, bacterial capsule biogenesis inhibitors, alamar blue (AID 488966). E. coli UTI89 K1F phage lysis, alamar blue, 2 h; higher % means a stronger effect. actives 0.02% (n = 340,000). inhibition, % at 100 µM; hits with a dose series show IC50 in µM;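 active = phage lysis inhibition, versus mean bacterial control, above a set limit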;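 note: capsule biogenesis inhibitors block K1F phage lysis so surviving cells raise fluorescence; higher fluorescence means more inhibition of phage lysis; actives were called in the ten point dose series up to 300 µM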
MgcRacGAP inhibition: MgcRacGAP GTPase-activating activity inhibitors, confirmation, biochemical, ADP Hunter fluorescence | inhibition, % at 30 µM, or IC50 in µM where a hit was titrated | actives 0.6% (n = 340,000) | MgcRacGAP-stimulated Rac1 GTP hydrolysis, ADP Hunter fluorescence; higher % means a stronger effect; GST-tagged Rac1 F28L mutant substrate;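 active = first-screen hits whose inhibition reached a set limit at any dose in the follow-up dose series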;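 note: fluorescence reports GDP produced by GAP-driven GTP hydrolysis; strong numbers were not always called active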
RSV CPE inhibition: inhibition of RSV-induced cytopathic effect – HEp-2 cells, primary 10 µM value included (AID 2391); actives 0.13% (n = 310,000); one-dose CPE inhibition, % at 10 µM; IC50 in µM for titrated hits; HEp-2 cells, RSV-induced CPE inhibition; higher % means a stronger effect; in the data active = a potency from the dose series; note: strong numbers were not always called active
NS5 inhibitors: Dengue-2 NS5 methyltransferase inhibitors, primary screen, biochemical, confirmation dose response (AID 588689); Dengue-2 NS5 methyltransferase capping enzyme assay, biochemical; higher % means a stronger effect; one-dose inhibition, % at 25 µM; IC50 in µM for titrated hits; actives 0.3% (n = 340,000); in the data active = a potency from the dose series
NTR1 agonist: NTR1-driven beta-arrestin-GFP spot formation – imaging, U2OS cells, high content, primary screen (AID 493036); agonist mode; actives 0.17% (n = 330,000); activation, % at 20 µM; P30989;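 active = activation at or above 40% of the spot to cytoplasm intensity ratio, with at least 20 cells analyzed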;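 note: 0% = DMSO without peptide and 100% = 100 nM NTR1 peptide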
Target sequence (P30989 whole entry, looked up): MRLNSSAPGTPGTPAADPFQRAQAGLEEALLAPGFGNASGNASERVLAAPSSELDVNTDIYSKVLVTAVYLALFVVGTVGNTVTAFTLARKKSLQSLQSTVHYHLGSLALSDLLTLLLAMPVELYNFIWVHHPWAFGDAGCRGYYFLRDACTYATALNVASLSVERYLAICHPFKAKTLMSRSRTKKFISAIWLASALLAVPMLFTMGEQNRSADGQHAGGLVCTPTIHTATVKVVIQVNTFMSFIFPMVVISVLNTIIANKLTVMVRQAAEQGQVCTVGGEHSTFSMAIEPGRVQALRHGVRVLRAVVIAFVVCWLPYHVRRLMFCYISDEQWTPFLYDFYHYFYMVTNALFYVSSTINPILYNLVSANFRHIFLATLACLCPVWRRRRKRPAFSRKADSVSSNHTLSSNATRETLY
West Nile antiviral: inhibition of WNV-induced cytopathic effect – cell-based, CPE readout (AID 1621) | West Nile virus-infected cells, CPE inhibition; higher % means a stronger effect | CPE inhibition, % at 10 µM; hits with a dose series show IC50 in µM | actives 0.02% (n = 290,000); in the data active = a potency from the dose series; note: strong numbers were not always called active
Salmonella PhoP GFP: inhibitors of PhoP regulon expression, primary screen, Salmonella Typhimurium, GFP reporter (AID 1863); S. Typhimurium PhoP-regulated promoter GFP reporter, 4 h; higher % means a stronger effect; inhibition, % at 50 µM, or IC50 in µM where a hit was titrated; actives 0.16% (n = 300,000);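 active = inhibition over 29.93%, a cutoff 3 SD above the screen mean, later confirmed by dose response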;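 note: 0% = low Mg2+ inducing control and 100% = high Mg2+ repressing control; strong numbers were not always called active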
T cell modulator vesicle-bound %: second read-out of T cell modulator, no call of its own (marks repeat the call); double positive events, %; measured here: CD8+ vesicle-bound cell fraction;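 binding gate set so that unloaded-vesicle control wells show 10% double positive cells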
NTR1 agonist cell count 20 µM: further read-out of NTR1 agonist, marked with its call; cell count; measured here: cell count, cytotoxicity flag
* marks the source's active call; other numbers are inactive results; i = inactive; · = no result given; [ ] = another dose, or the depositor's remark.

SMILES	Large T inhibition	T cell modulator	T cell modulator vesicle-bound %	K1F lysis inhibition	MgcRacGAP inhibition	RSV CPE inhibition	NS5 inhibitors	NTR1 agonist	NTR1 agonist cell count 20 µM	West Nile antiviral	Salmonella PhoP GFP
Cc1ccc2[nH]cc(CCNS(=O)(=O)c3ccc(F)cc3)c2c1	8%	i	60	-2.6%	-5%	0.8%	-5%	2.0	51	-0.3%	2%
CCCNC(=O)CCC(=O)Nc1ncc(-c2ccc(C)cc2)n1C	5%	i	58	0.2%	-14%	1.9%	4%	2.4	90	-0.4%	-1%
COCC(=O)Nc1cc(C(=O)NCC(C)C)ccc1Cl	8%	i	41	1.2%[50 µM]	9%	2.2%	-8%	0.5	57	0.7%	14%
CC(=O)Cc1nsc(NC(=O)c2ccc(COc3ccccc3Cl)o2)n1	6%	i	11	0.4%	8%	1.0%	-4%	-0.3	50	0.4%	-1%
COC(=O)C1=C(C)N(CC2CC2)C(=NCc2cc(OC)c(OC)c(OC)c2)N[C@H]1c1ccccc1	15%	i	56	-0.5%	6%	1.3%	-8%	0.2	56	-0.5%	2%
COc1cccc(Cn2c(=O)oc3ccccc32)c1	18%	i	45	0.0%	0%	2.2%	-5%	0.1	82	-0.8%	2%
CSCCC(NC(=O)c1cc(C)oc1C)C(=O)O (centres undefined)	12%	i	35	-0.2%	6%	-0.1%	-1%	1.9	88	0.0%	-9%
CCc1ccc2oc(C(=O)N3CCN(C)CC3)cc(=O)c2c1	5%	i	56	0.3%	5%	-0.1%	-3%	-0.4	50	-0.4%	-7%
O=C(c1cccc(N2C(=O)C3CC=CCC3C2=O)c1)N1CCCCCC1 (centres undefined)	7%	i	40	8.9%	6%	1.4%	1%	3.6	60	0.5%	1%
Cn1c(/C(C#N)=C/c2cccc(O)c2)nc2ccccc21	13%	i	47	-0.3%	7%	11%	-10%	1.7	62	0.1%	-3%
CCc1cc2ccccc2nc1SCC(=O)NC1CCCC1	8%	i	26	0.5%	10%	2.7%	1%	-0.6	37	-0.2%	-10%
COc1ccc(OC)c(-c2nnc(NC(=O)C(C)Sc3nncn3C)s2)c1 (centres undefined)	8%	i	17	6.5%	3%	1.5%	-6%	0.6	57	1.0%	-3%
CCc1nnc(NC(=O)c2cc(-c3ccc(C)o3)nc3ccccc23)s1	·	i	39	-0.5%[50 µM]	5%	5.7%	-8%	4.4	53	·	·
CCOc1ccc(NC(=O)CCC(=O)NNC(=O)Nc2cccc(Cl)c2)cc1	12%	i	36	0.4%	2%	-1.9%	-12%	2.4	30	1.3%	-5%
CCOC(=O)N1CCN(CCC(=O)Nc2ccc(Br)cc2)CC1	7%	i	29	-0.1%	3%	6.9%	-1%	3.3	53	-0.4%	-6%
O=C(NC(Cc1c[nH]c2ccccc12)C(=O)Nc1ccc(F)cc1)c1cccs1 (centres undefined)	17%	i	37	6.2%	10%	13µM*	4%	2.6	63	1.7%	6%
Cc1cccc(C)c1NC(=O)CN(C)C(=O)[C@H](C)NC(=O)c1ccco1	·	i	40	1.6%[50 µM]	2%	0.1%	1%	-2.3	66	·	·
CCc1ccc(C(=O)COC(=O)C(Cc2ccccc2)NC(=O)C2CCC(C)CC2)cc1 (centres undefined)	7%	i	49	-0.1%	1%	0.6%	8%	2.6	84	0.2%	8%
C[C@H](NC(=O)Cc1ccccc1)C(=O)N1CCC2(CC1)NCCc1[nH]cnc12	-4%	i	11	0.2%	7%	1.3%	2%	-0.4	48	-0.2%	-4%
O=C(Nc1ccccc1N1CCN(C(=O)c2ccccc2)CC1)c1ccc(Cl)cc1	-4%	i	14	0.4%	2%	3.5%	-4%	4.3	68	-0.7%	1%
COc1ccc(OC)c(NC(=O)CC2C(=O)NCCN2C(=O)c2ccccc2)c1 (centres undefined)	-2%	i	24	1.1%	4%	0.3%	0%	0.6	46	0.0%	13%
CN(CC(=O)NCC1CCCCC1)CC(=O)Nc1ccccc1Br	·	i	25	0.5%[50 µM]	2%	-0.9%	-3%	0.3	36	·	·
O=C(Cn1nnc2ccccc21)c1ccc([N+](=O)[O-])cc1	14%	i	55	1.9%[50 µM]	4%	-0.3%	4%	0.3	53	-0.2%	·
Cc1ccc(CCNC(=O)CCc2nc3ccccc3[nH]2)cc1	9%	i	48	-0.2%	2%	1.3%	-1%	0.9	68	-1.1%	11%
CCN(CC)S(=O)(=O)c1ccc(C)c(NS(=O)(=O)c2cc(/C=C/C(=O)O)cc(OC)c2OC)c1	10%	i	44	0.4%	7%	3.1%	2%	-1.3	54	-0.2%	2%
CCOc1ccc(NC(=O)C(C)Sc2nnnn2C)cc1 (centres undefined)	14%	i	28	0.8%	0%	0.1%	-1%	0.5	46	-0.4%	3%
CC(C)C[C@@H](C)C(=O)N(Cc1ccccc1)c1ccccc1	·	i	38	0.1%	10%	-0.7%	2%	-0.6	52	·	·
CC(C)COc1ccc(C(=O)OCCN2CCOCC2)c(O)c1	17%	i	44	4.6%[50 µM]	7%	3.5%	5%	2.5	61	-0.1%	2%
COc1ccc(S(=O)(=O)N2CCCCCC2)cc1C(=O)OCC(=O)NC(N)=O	-2%	i	13	0.1%	4%	0.1%	-4%	1.4	45	0.3%	-6%
c1ccc(SCCCCNC2CCCC2)cc1	12%	i	45	0.1%	-1%	-1.3%	4%	-0.4	95	-0.2%	9%
COc1cc(/C=C/C(=O)OCC(=O)Nc2cc(S(=O)(=O)N3CCCC3)ccc2Cl)cc(OC)c1OC	·	i	51	1.7%	-4%	·	0%	2.2	54	·	·
CC1CN(Cc2nc3c(c(=O)n(C)c(=O)n3C)n2CCc2ccccc2)CC(C)O1 (centres undefined)	·	i	54	0.3%	4%	0.6%	·	0.0	55	-0.2%	·
O=C(CN1C(=O)COc2ccc(Cl)cc21)Nc1nccs1	·	i	49	0.8%[50 µM]	6%	1.4%	-2%	-1.1	92	·	·
CC(C)c1ccc(NC(=O)c2cc([N+](=O)[O-])ccc2N2CCOCC2)cc1	16%	i	28	0.8%[50 µM]	7%	2.6%	-9%	0.6	62	-0.9%	-5%
Cn1nc(C(C)(C)C)c(NC(=O)c2cccs2)c1C(C)(C)C	8%	i	51	0.0%	8%	-0.5%	-4%	-0.4	56	0.5%	-4%
CC1CCN(S(=O)(=O)c2ccc(NC(=O)Cc3cccs3)cc2)CC1	17%	i	12	1.2%	-2%	5.0%	-8%	0.6	61	-0.9%	2%
O=S(=O)(c1ccc(N2CCN(Cc3ccc4c(c3)OCO4)CC2)nc1)N1CCOCC1	10%	i	44	·	·	-0.4%	·	-1.2	51	-0.8%	-9%
S=C(Nc1ccc2cn[nH]c2c1)Nc1ccccc1Cl	8%	i	34	2.9%[50 µM]	32%	2.1%	2%	-0.5	76	0.2%	9%
CCOc1ccccc1CNC(=O)C(C)n1nc(C)c2c(C)n(-c3ccccc3)nc2c1=O (centres undefined)	3%	i	26	-0.1%	16%	·	2%	-1.4	61	0.1%	9%
CCOc1cc(NC(=S)NCC2CCCO2)c(OCC)cc1NC(=O)c1ccc(F)cc1 (centres undefined)	20%	i	34	0.2%	8%	4.7%	0%	7.1	68	-0.2%	-6%
CCCCn1c(CN(Cc2ccccc2)Cc2ccccc2)nc2c1c(=O)n(C)c(=O)n2C	·	i	14	-0.2%	9%	-0.4%	-10%	0.7	39	1.4%	·
CCCC(=O)c1ccc(N2CCCCCC2)c(F)c1	2%	i	48	0.1%	8%	5.4%	-9%	3.7	48	-0.3%	5%
CC(C)CC(=O)Nc1ccc(S(=O)(=O)Nc2nccs2)cc1	7%	i	47	0.3%	10%	0.1%	-2%	-1.2	58	-0.1%	-5%
C(CNC1C2CC3CC(C2)CC1C3)CN1CCOCC1 (centres undefined)	12%	i	37	-0.4%	14%	-0.1%	-2%	-1.1	50	-0.2%	-3%
Cc1ccc(C)c(CN2CCC(CNC(=O)Nc3ccc(C)c(F)c3)CC2)c1	3%	i	28	0.2%	13%	2.2%	-2%	2.4	88	-1.2%	5%
Cc1ccc(NS(=O)(=O)c2ccc(-c3coc(C)n3)cc2)c(Br)c1	21%	i	28	0.2%	12%	7.7%	-3%	-0.8	60	0.0%	1%
COc1ccc(C(=O)N/C=C/n2cnc3cc(C(F)(F)F)ccc32)cc1	6%	i	59	0.3%	-8%	2.5%	-3%	-0.3	63	0.0%	-6%
COc1ccc(Nc2nnc(C)c3ccccc23)cc1	10%	i	59	-0.2%	12%	2.9%	-1%	-1.2	75	-0.7%	-1%
COc1ccccc1N(CC(=O)N/N=C(\C)c1cccc(Br)c1)S(C)(=O)=O	0%	i	6	0.2%[50 µM]	7%	1.8%	0%	-0.8	42	-1.1%	7%
O=C(COC(=O)c1ccc[nH]c1=O)Nc1ccc(N2CCCCC2)cc1	·	i	43	0.7%[50 µM]	10%	·	-9%	-1.4	66	·	·
CCCN(C(=O)/C=C/c1nc2ccccc2s1)C1CCS(=O)(=O)C1 (centres undefined)	·	i	31	1.2%[50 µM]	3%	-0.9%	-1%	3.0	56	·	·
CC1CCCCC1NC(=O)COC(=O)Cc1ccc(Cl)cc1 (centres undefined)	·	i	46	0.7%[50 µM]	4%	-0.6%	-1%	1.7	54	·	·
COc1cccc(-c2c(C(=O)N/N=C/c3ccncc3)nnn2-c2nonc2N)c1	11%	i	15	0.3%	4%	1.5%	-9%	1.4	45	0.2%	-11%
Cc1ccc(/C=C(\C#N)C(=O)NC(C)c2ccccc2)o1 (centres undefined)	21%	i	2	1.2%[50 µM]	6%	1.0%	-5%	0.2	69	-1.0%	-4%

Record cards, from the list above. Screens in order: Large T inhibition | T cell modulator | T cell modulator vesicle-bound % | K1F lysis inhibition | MgcRacGAP inhibition | RSV CPE inhibition | NS5 inhibitors | NTR1 agonist | NTR1 agonist cell count 20 µM | West Nile antiviral | Salmonella PhoP GFP
`CCCC(=O)c1ccc(N2CCCCCC2)c(F)c1` reads 2% | i | 48 | 0.1% | 8% | 5.4% | -9% | 3.7 | 48 | -0.3% | 5%
`CCc1cc2ccccc2nc1SCC(=O)NC1CCCC1` reads 8% | i | 26 | 0.5% | 10% | 2.7% | 1% | -0.6 | 37 | -0.2% | -10%
`COc1ccccc1N(CC(=O)N/N=C(\C)c1cccc(Br)c1)S(C)(=O)=O` reads 0% | i | 6 | 0.2%[50 µM] | 7% | 1.8% | 0% | -0.8 | 42 | -1.1% | 7%
`O=C(Cn1nnc2ccccc21)c1ccc([N+](=O)[O-])cc1` reads 14% | i | 55 | 1.9%[50 µM] | 4% | -0.3% | 4% | 0.3 | 53 | -0.2% | ·
`Cn1c(/C(C#N)=C/c2cccc(O)c2)nc2ccccc21` reads 13% | i | 47 | -0.3% | 7% | 11% | -10% | 1.7 | 62 | 0.1% | -3%

No enrichment for hits; overall some 1.5% were active at least once.
